Source: PubChem BioAssay
Arr AP2 block: human beta-arrestin and AP2 interaction inhibition | 0.31% of 340,000 active | FITC-arrestin peptide / GST-AP2 beads, flow cytometry; AP2 beta2 appendage carries R879A mutation | AID 504490 | inhibition, % at 10 µM;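 active = inhibition above a set limit, near 3 SD of compounds lacking own fluorescence, cut at about 54% in these data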;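 note: plate controls were DMSO wells for no effect and 5 µM unlabelled arrestin peptide for full effect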
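Measured by: flow cytometry, FL1 (488/535 nm); Material: AP2 appendage R879A on GSH beads; Evaluation: percent response; Timing: pre-incubation 12 min, peptide binding 1 h, room temperature; Also added: 50 nM FITC-arrestin peptide; Medium: PBS with 0.05% Tween 20 and 0.1% BSA.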
MITF TRPM1 HTS: MITF TRPM1 promoter activation in melanoma cells; 0.75% of 300,000 active; AID 588334; activation, % at 12.5 µM; SK-MEL-5 TRPM1-promoter luciferase, 24 h; % of positive control, neutral wells = 0;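 active = mean activation of at least 80% with every replicate also reaching 80%; inconclusive = mean reaches 80% but some replicate falls short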;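 note: 0% = neutral control wells and 100% = parthenolide positive control wells; values of inactives mirror those of a sister screen read the other way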
DSG3 Ab inh: human desmoglein-3 autoantibody binding inhibition; DSG3-coupled beads, scFv-anti-DSG3-GFP binding, flow cytometry; hits give low values; 0.48% of 310,000 active; AID 588358; binding (percent of control), % at 10 µM; P32926;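 active = binding more than 3 SD below its plate's average and above zero; inconclusive = below that plate limit but binding exactly zero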;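 note: hits lower antibody fragment binding to DSG3; some compounds called inactive have numbers as strong as hits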
PKA-R1A activ: activates the PKA-R1A holoenzyme complex | P00514+P68181 | PKA-R1A dissociation, Cy5-IP20 fluorescence polarization; scaled: DMSO 0%, 113 µM cGMP 100% | activation, % at 11.4 µM | 0.083% of 340,000 active;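 active = percent activation above the mean of all tested compounds plus 3 SD, cut at about 19% in these data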;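 note: higher means more PKAc released from R1A so a rise in polarization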
PKA-R2B act: activators of human PKA-R2B complex | activation, % at 11.4 µM | 0.079% of 340,000 active | AID 504700 | PKA-R2B holoenzyme dissociation, Cy5-IP20 fluorescence polarization; R2B truncated from residue 108, S112A mutant; 0% DMSO only, 100% 113 µM cGMP | P22694+P31323;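 active = activation above a cutoff set at the mean over all compounds plus 3 SD, cut at about 18% in these data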;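 note: higher means more holoenzyme dissociation and a rise in polarization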
Target sequence (P31323 whole entry, looked up, other chains not shown, the tested form may be a part): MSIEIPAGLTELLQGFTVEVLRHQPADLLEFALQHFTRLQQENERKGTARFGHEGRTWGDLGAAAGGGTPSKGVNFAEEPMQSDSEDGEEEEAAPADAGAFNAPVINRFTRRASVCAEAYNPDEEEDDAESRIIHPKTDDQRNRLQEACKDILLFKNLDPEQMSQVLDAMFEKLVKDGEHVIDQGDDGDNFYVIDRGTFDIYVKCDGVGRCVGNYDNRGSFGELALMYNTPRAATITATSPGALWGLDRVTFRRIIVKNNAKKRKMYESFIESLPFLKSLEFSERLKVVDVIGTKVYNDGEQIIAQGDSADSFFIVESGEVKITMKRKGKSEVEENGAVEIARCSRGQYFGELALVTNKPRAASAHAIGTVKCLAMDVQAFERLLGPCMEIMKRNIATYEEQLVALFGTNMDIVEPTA
SUMO Mot1 rescue: blocks SUMOylation pathway, rescuing yeast Mot1-301 growth; growth rescue, % at 18.8 µM; S. cerevisiae Mot1-301 growth rescue, ATP luminescence, 38.5C; percent above DMSO median, 100 means doubled; 1% of 320,000 active;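 active = every valid replicate shows activation above 250% relative to neutral control wells; inactive = the rest, any valid replicate at or below 250%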;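 note: OY570 slx delta 5 strain wells were the positive control but not used for scaling; some compounds called inactive have numbers as strong as hits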
NSD2 HMT inh: NSD2 (human) methyltransferase inhibition. NSD2 peptide methylation, AlphaScreen, 120 min. inhibition, % at 12.5 µM. O96028. 0.54% of 310,000 active; in the data active = inhibition above about 50%
dFosB activator: activators of mouse delta FosB homodimer; P13346; purified delta FosB, TAMRA-CDK5 oligo fluorescence polarization; percent of positive-control signal above neutral wells; activation, % at 25 µM; 0.99% of 340,000 active; AID 493131;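 active = mean activation above about 17%, with every replicate also reaching it, limit read from the data, passing the limit was not always enough; inconclusive = only one of the two conditions met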;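 note: fluorescence polarization rise as delta FosB binds a TAMRA Cdk5 AP-1 oligo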
Target sequence (P13346 whole entry, looked up): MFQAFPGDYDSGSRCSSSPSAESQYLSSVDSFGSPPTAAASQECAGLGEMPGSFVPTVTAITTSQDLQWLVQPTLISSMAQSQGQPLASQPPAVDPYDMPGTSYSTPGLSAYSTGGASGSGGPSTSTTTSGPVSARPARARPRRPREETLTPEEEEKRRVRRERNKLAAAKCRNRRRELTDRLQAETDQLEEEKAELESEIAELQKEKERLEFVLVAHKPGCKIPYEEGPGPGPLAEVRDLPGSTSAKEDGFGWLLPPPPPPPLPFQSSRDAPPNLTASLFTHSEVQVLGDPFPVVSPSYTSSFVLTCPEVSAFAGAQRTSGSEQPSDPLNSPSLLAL
SR-BI uptake up: enhances SR-BI lipid uptake from DiI-HDL; CHO ldlA[mSR-BI] cells, DiI-HDL uptake fluorescence, 3 h; 100 = double the neutral-control signal; activation, % at 12.5 µM; 0.096% of 320,000 active; AID 504775;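 active = mean replicate activation of at least 60% and every replicate at or above 60%; inconclusive = mean or all-replicate condition met, but not both; inactive = mean below 60% and not all replicates reaching 60%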;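 note: 0% = median plate neutral-control signal and 100% = twice that signal; values of inactives mirror those of a sister screen read the other way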
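System: LDL receptor-deficient CHO ldlA cells overexpressing murine SR-BI | Timing: 3 h uptake period with compound, 37 °C | Medium: HEPES-buffered (25 mM, pH 7.4) F12 plus 0.5% BSA | Dosing: Single-point compound dose | Signal: Bottom-read fluorescence, 550/595 nm | Read-out: Retained DiI signal reflecting DiI-HDL uptake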
CDK5 inh: blocks human CDK5/p35 kinase activity; Q00535+Q15078; Recombinant CDK5/p35, ADP-Glo luminescence, 60 min; inhibition, % at 10 µM; 0.01% of 330,000 active;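 active = highest replicate inhibition of at least 50% and at least 75% of replicates reaching 50%; inconclusive = only one of the two criteria met; inactive = both criteria failed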;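 note: plate controls were DMSO neutral control for no effect and GW8510 at 10 µM for full effect; many of its hits are not listed in these tables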
SR-BI HDL uptake: blocks mouse SR-BI lipid uptake from DiI-HDL; 0.96% of 320,000 active; inhibition, % at 12.5 µM; ldlA[mSR-BI] CHO cells, DiI-HDL uptake fluorescence, 3 h; AID 488896; Q61009;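 active = mean replicate inhibition of at least 70% and a set share of replicates each scoring 70 or more; inconclusive = meets just one of the two criteria; inactive = fails both criteria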;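 note: 0% = median of neutral control wells and 100% = median of positive control wells; values of inactives mirror those of a sister screen read the other way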
* = called active by the depositor. Not a hit list. Share with any hit: about 4.7%.

Screening O=C(CSc1cn[nH]n1)Nc1ccccc1C(F)(F)F returned Arr AP2 block 20.3, MITF TRPM1 HTS -7.3, DSG3 Ab inh 108.1, PKA-R1A activ 3.3, PKA-R2B act -0.5, SUMO Mot1 rescue -6.4, NSD2 HMT inh 25.6, dFosB activator 2.2, SR-BI uptake up 24.6, CDK5 inh 1.8 and SR-BI HDL uptake -24.6.
For COc1cccc2cc(C(=O)OCc3ccccc3)c(=O)oc12 the results were Arr AP2 block 38.5, DSG3 Ab inh 119.3, PKA-R1A activ 3.7, PKA-R2B act -0.2, SUMO Mot1 rescue -13.7, NSD2 HMT inh 0.1, dFosB activator 3.8, SR-BI uptake up 11.7, CDK5 inh -1.6 and SR-BI HDL uptake -11.8.
Screening Cc1cc(C)n(CC(O)COc2ccccc2Br)n1 (configuration not stated) returned Arr AP2 block -4.8, DSG3 Ab inh 133.2, PKA-R1A activ 9.0, PKA-R2B act -3.7, SUMO Mot1 rescue -10.9, NSD2 HMT inh -2.7, dFosB activator -2.6, SR-BI uptake up 11.6, CDK5 inh -0.1 and SR-BI HDL uptake -11.6.
Screening O=C(COC(=O)/C=C/c1ccc(F)cc1)Nc1ccc2[nH]c(=O)[nH]c2c1 returned Arr AP2 block 3.0, MITF TRPM1 HTS 9.8, DSG3 Ab inh 100.6, PKA-R1A activ -5.3, PKA-R2B act -13.9, SUMO Mot1 rescue -12.7, NSD2 HMT inh 0.1, dFosB activator 5.9, SR-BI uptake up 3.9, CDK5 inh -2.4 and SR-BI HDL uptake -3.9.
`CC1CCN(S(=O)(=O)c2nnc(NC(=O)COc3ccccc3F)s2)CC1` gave Arr AP2 block 2.1, DSG3 Ab inh 98.2, PKA-R1A activ -7.6, PKA-R2B act -5.5, SUMO Mot1 rescue -0.3, dFosB activator inconclusive, SR-BI uptake up 8.0, CDK5 inh 0.7 and SR-BI HDL uptake -8.0.
Screening Cc1ccccc1-n1c(-c2csc3ccccc23)n[nH]c1=S returned Arr AP2 block -10.8, MITF TRPM1 HTS -12.5, DSG3 Ab inh 103.1, PKA-R1A activ -5.5, PKA-R2B act -2.4, SUMO Mot1 rescue -5.8, NSD2 HMT inh 2.0, dFosB activator -13.4, SR-BI uptake up 5.1, CDK5 inh 5.6 and SR-BI HDL uptake -5.1.
Cc1ccc(N2CC(C(=O)OCC(=O)c3ccc(F)cc3)CC2=O)cc1 (configuration not stated) was read as Arr AP2 block -24.9, MITF TRPM1 HTS -3.4, PKA-R1A activ -1.6, PKA-R2B act 3.7, SUMO Mot1 rescue -6.9, NSD2 HMT inh 1.3, dFosB activator 1.3 and CDK5 inh -1.8.
c1ccc(-c2n[nH]nc2-c2ccccc2)cc1 was read as Arr AP2 block 1.1, MITF TRPM1 HTS -7.3, DSG3 Ab inh 97.2, PKA-R1A activ -0.2, PKA-R2B act 6.4, SUMO Mot1 rescue -4.6, NSD2 HMT inh -3.8, dFosB activator -8.1, SR-BI uptake up -7.8, CDK5 inh 1.9 and SR-BI HDL uptake 7.8.
For CCc1ccccc1NC(=O)CSc1n[nH]c(C)c1[N+](=O)[O-] the results were Arr AP2 block 15.2, MITF TRPM1 HTS -1.3, DSG3 Ab inh 99.3, PKA-R1A activ -16.3, PKA-R2B act -9.6, SUMO Mot1 rescue 159.8, NSD2 HMT inh -0.9, dFosB activator -4.3, SR-BI uptake up 14.9 and SR-BI HDL uptake -14.9.
O=C(O)c1nn(CCSc2ccccc2F)c(=O)c2ccccc12 was read as Arr AP2 block 32.3, MITF TRPM1 HTS 3.9, DSG3 Ab inh 94.1, PKA-R1A activ 4.9, PKA-R2B act -8.8, SUMO Mot1 rescue 5.6, NSD2 HMT inh 0.8, dFosB activator -7.9, SR-BI uptake up 29.0, CDK5 inh 0.2 and SR-BI HDL uptake -29.0.
`CC(C(=O)O)N1C(=O)/C(=C/C=C/c2ccco2)SC1=S` (configuration not stated) gave Arr AP2 block 31.9, MITF TRPM1 HTS -0.8, DSG3 Ab inh 69.1*, PKA-R1A activ 4.5, PKA-R2B act 13.6, SUMO Mot1 rescue 5.8, NSD2 HMT inh 176.3*, dFosB activator -16.7, SR-BI uptake up 43.9, CDK5 inh -9.8 and SR-BI HDL uptake -43.9.
`COc1ccc(-c2noc(CN(C)C(=O)c3ccc4c(c3)OCO4)n2)cc1OC` gave Arr AP2 block -9.0, MITF TRPM1 HTS 3.4, DSG3 Ab inh 102.1, PKA-R1A activ 13.6, PKA-R2B act -0.3, SUMO Mot1 rescue -9.2, NSD2 HMT inh -1.3, dFosB activator -7.4 and CDK5 inh -0.4.
`N/C(Cn1cncn1)=N\NC(=O)C(=O)Nc1cccc(C(F)(F)F)c1` gave Arr AP2 block -3.2, MITF TRPM1 HTS 8.8, DSG3 Ab inh 96.5, PKA-R1A activ 0.3, PKA-R2B act -3.3, SUMO Mot1 rescue 224.7, NSD2 HMT inh -2.0, dFosB activator 3.5, SR-BI uptake up 18.4, CDK5 inh -2.4 and SR-BI HDL uptake -18.4.
`COc1ccccc1N(Cc1ccccc1)S(=O)(=O)c1cccc(C(=O)N2CCCCC2)c1` gave Arr AP2 block 19.2, MITF TRPM1 HTS -11.1, DSG3 Ab inh 114.6, PKA-R1A activ -7.0, PKA-R2B act 1.4, SUMO Mot1 rescue 4.8, NSD2 HMT inh 0.0, dFosB activator -10.1, SR-BI uptake up -4.5, CDK5 inh -0.6 and SR-BI HDL uptake 4.5.
`S=C(NCc1ccc2c(c1)OCO2)NCc1ccco1` gave Arr AP2 block 6.1, MITF TRPM1 HTS -0.5, DSG3 Ab inh 102.7, PKA-R1A activ -14.1, PKA-R2B act 12.9, SUMO Mot1 rescue 94.4, NSD2 HMT inh 4.8, dFosB activator -2.5, SR-BI uptake up -2.0, CDK5 inh -1.3 and SR-BI HDL uptake 2.0.
`CC(=O)Nc1cccc(NC(=O)CSc2nn3c(=O)c(C)nnc3s2)c1` gave Arr AP2 block -4.7, MITF TRPM1 HTS 6.6, DSG3 Ab inh 100.3, PKA-R1A activ -4.4, PKA-R2B act 1.3, SUMO Mot1 rescue 2.0, dFosB activator 2.1, SR-BI uptake up 14.6, CDK5 inh -0.4 and SR-BI HDL uptake -14.6.
CC(C)C(=O)NS(=O)(=O)c1ccc(NS(C)(=O)=O)cc1 was read as Arr AP2 block -4.6, MITF TRPM1 HTS 4.4, DSG3 Ab inh 94.4, PKA-R1A activ 2.8, PKA-R2B act -5.4, SUMO Mot1 rescue 0.0, NSD2 HMT inh -2.3, dFosB activator -4.4 and CDK5 inh 1.4.
Screening COC(=O)c1c(NS(C)(=O)=O)sc2c1CCCC2 returned Arr AP2 block 5.1, MITF TRPM1 HTS -6.2, DSG3 Ab inh 96.5, PKA-R1A activ -5.2, PKA-R2B act -16.7, SUMO Mot1 rescue -8.4, NSD2 HMT inh 4.4, dFosB activator -1.2, SR-BI uptake up 10.4, CDK5 inh 0.1 and SR-BI HDL uptake -10.4.
`O=C(O)c1cccc(-n2cccc2/C=C2\SC(=O)N(Cc3ccccc3F)C2=O)c1` gave Arr AP2 block -9.8, MITF TRPM1 HTS -7.1, DSG3 Ab inh 77.1, PKA-R1A activ 0.7, PKA-R2B act 6.2, SUMO Mot1 rescue 3.4, NSD2 HMT inh 9.6, dFosB activator -4.8, SR-BI uptake up 9.6, CDK5 inh 1.5 and SR-BI HDL uptake -9.6.
For CN=C(c1ccc(C)cc1)n1c(=S)nc(-c2ccc(C)cc2)n(C)c1=S the results were Arr AP2 block 7.0, MITF TRPM1 HTS 1.8, DSG3 Ab inh 108.3, PKA-R1A activ 1.8, PKA-R2B act 1.4, SUMO Mot1 rescue -28.2, NSD2 HMT inh -4.5, dFosB activator -13.3, SR-BI uptake up -30.9, CDK5 inh 0.1 and SR-BI HDL uptake 30.9.
CC#CC[N+](C)(C)CCCCCCCCCC was read as Arr AP2 block -14.6, DSG3 Ab inh 113.2, PKA-R1A activ -5.3, PKA-R2B act -4.8, SUMO Mot1 rescue 9.9, NSD2 HMT inh -1.2, dFosB activator 0.9, SR-BI uptake up 23.6, CDK5 inh -0.3 and SR-BI HDL uptake -23.6.
`CCNC(=S)N1CCCC(c2nc3ccc(C)cc3[nH]2)C1` (configuration not stated) gave Arr AP2 block -3.9, MITF TRPM1 HTS -1.0, DSG3 Ab inh 89.3, PKA-R1A activ -2.7, PKA-R2B act -7.7, SUMO Mot1 rescue 2.3, NSD2 HMT inh 1.7, dFosB activator -6.5, SR-BI uptake up 4.1, CDK5 inh -0.8 and SR-BI HDL uptake -4.1.
For CN(C(=O)CC1C(=O)NCCN1Cc1ccc(F)c(F)c1)C1CCOCC1 (configuration not stated) the results were Arr AP2 block -5.2, MITF TRPM1 HTS -2.9, DSG3 Ab inh 102.0, PKA-R1A activ 1.5, PKA-R2B act 4.5, SUMO Mot1 rescue -16.8, NSD2 HMT inh -4.7, dFosB activator 5.1, SR-BI uptake up 9.8, CDK5 inh 1.1 and SR-BI HDL uptake -9.8.
O=C(NCc1ccccn1)c1cc(-c2ccc(Br)cc2)nc2ccccc12 was read as Arr AP2 block 10.3, MITF TRPM1 HTS 25.1, DSG3 Ab inh 100.8, PKA-R1A activ -1.3, PKA-R2B act 1.3, SUMO Mot1 rescue -8.2, NSD2 HMT inh -0.3, dFosB activator -15.8, SR-BI uptake up -39.2, CDK5 inh 1.3 and SR-BI HDL uptake 39.1.
CCC(C)Sc1nc2c(c(=O)n1C)SC(C)C2 (configuration not stated) was read as Arr AP2 block -2.2, DSG3 Ab inh 109.0, PKA-R1A activ 4.3, PKA-R2B act 2.4, SUMO Mot1 rescue 39.0, dFosB activator -4.9, SR-BI uptake up 19.6, CDK5 inh 2.6 and SR-BI HDL uptake -19.6.
Cc1[nH]c(=O)[nH]c(=O)c1S(=O)(=O)N(C)Cc1ccccc1 was read as Arr AP2 block -6.5, MITF TRPM1 HTS 22.0, DSG3 Ab inh 94.7, PKA-R1A activ 1.8, PKA-R2B act 3.0, SUMO Mot1 rescue 167.9, NSD2 HMT inh -0.6, dFosB activator 1.2, SR-BI uptake up 26.9, CDK5 inh -0.8 and SR-BI HDL uptake -26.9.
